# BCLXL inh: Bcl-xL (human) inhibition; actives 0.7% (n = 320,000); Q07817; inhibition, % at 10.9 µM; GST-Bcl-xL / FITC-Bim BH3 peptide fluorescence polarization;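 active = inhibition above the mean of all tested compounds plus 3 SD, cutoff set per campaign, cut at about 30% in these data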;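 also: 0% = DMSO wells and 100% = unlabeled Bim-BH3 peptide competitor; inhibitors lower millipolarization by displacing the labeled peptide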
# Target sequence (Q07817 whole entry, looked up): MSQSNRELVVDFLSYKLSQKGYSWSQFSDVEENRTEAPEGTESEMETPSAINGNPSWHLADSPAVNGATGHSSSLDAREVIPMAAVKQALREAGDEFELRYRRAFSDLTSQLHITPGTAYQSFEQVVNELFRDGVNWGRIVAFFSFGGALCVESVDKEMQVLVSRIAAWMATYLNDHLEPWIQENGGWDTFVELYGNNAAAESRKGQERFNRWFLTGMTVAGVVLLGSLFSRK
# MCL1-BIM inh: MCL1-BIM-BH3 interaction inhibition (human) | inhibition, % at 10.9 µM | actives 0.68% (n = 320,000) | Q07820 | GST-MCL1 / FITC-Bim-BH3 fluorescence polarization;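 active = inhibition above the mean inhibition of all tested compounds plus 3 SD, set per campaign, cut at about 40% in these data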;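 also: 0% = DMSO wells and 100% = unlabeled Bim-BH3 peptide control; higher means more loss of mP so more displacement of Bim peptide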
# MEX-5 binding: C. elegans MEX-5 TCR-2 RNA binding activity. MEX-5/FITC-TCR2 RNA binding, fluorescence polarization; hits give low values. Q9XUB2. activity score (negative = inhibition of binding), % at 10 µM. actives 0.38% (n = 300,000);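 active = inhibition past about -25% in most replicates, and total fluorescence under double the plate's negative control median, limit read from the data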;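 also: 0% = DMSO and -100% = 5 µM competing unlabeled TCR2 RNA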
# PME-1 primary: blocks human protein phosphatase methylesterase 1 | AID 2130 | recombinant PME-1, FP-Rh probe fluorescence polarization | actives 0.53% (n = 320,000) | inhibition, % at 5.9 µM | Q9Y570;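 active = inhibition above the campaign mean of all compounds plus 3 SD, cut at about 26% in these data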;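 also: competitive labeling of PME-1 active site by serine hydrolase directed probe; 0% = PME-1 with DMSO and 100% = wells lacking PME-1 enzyme; inhibitors block probe labeling so polarization falls and inhibition rises; many of its hits are not listed in these tables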
# Target sequence (Q9Y570 whole entry, looked up): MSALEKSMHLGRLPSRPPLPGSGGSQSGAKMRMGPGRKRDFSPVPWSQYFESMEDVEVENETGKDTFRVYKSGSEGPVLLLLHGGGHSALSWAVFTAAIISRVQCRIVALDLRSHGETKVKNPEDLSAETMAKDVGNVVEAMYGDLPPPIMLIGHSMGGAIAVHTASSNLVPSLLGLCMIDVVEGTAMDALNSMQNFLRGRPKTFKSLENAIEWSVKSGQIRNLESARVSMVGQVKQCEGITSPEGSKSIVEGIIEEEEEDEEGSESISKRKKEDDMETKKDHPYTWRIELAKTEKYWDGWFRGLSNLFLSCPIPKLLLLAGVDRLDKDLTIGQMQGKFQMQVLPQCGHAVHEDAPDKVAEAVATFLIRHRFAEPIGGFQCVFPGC
# AHR activator: activates the human aryl hydrocarbon receptor; P35869; AHR-responsive luciferase reporter cells, luminescence; activation, % at 5 µM; actives 2.5% (n = 320,000); in the data active = activation above about 47%;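 also: 0% = vehicle wells and 100% = reference agonist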
# pPAFAH FP inh: pPAFAH (human) enzyme inhibition; recombinant pPAFAH, FP-rhodamine probe fluorescence polarization; inhibition, % at 3.39 µM; actives 1.5% (n = 330,000); AID 463082;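 active = inhibition above the mean inhibition across the screen plus 3 SD, cut at about 25% in these data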;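 also: inhibitors block binding of the rhodamine activity-based probe so polarization drops; 0% = enzyme with DMSO and 100% = wells lacking pPAFAH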
# Fam108B inh: Fam108B inhibition, counter-screen for RBBP9 inhibitors; recombinant Fam108B, FP-Rh probe fluorescence polarization; inhibition, % at 9.51 µM; actives 0.33% (n = 300,000); AID 1947;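 active = inhibition above the screen mean inhibition plus 3 SD, computed separately per campaign, cut at about 18% in these data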;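 also: inhibitors lower polarization as less probe binds the enzyme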
# GLD-1 RNA inh: GLD-1-TGE RNA interaction inhibition (C. elegans). purified GLD-1 + fluorescein TGE RNA, fluorescence polarization. inhibition, % at 5.96 µM. actives 0.44% (n = 320,000). Q17339;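 active = percent inhibition above a per-plate cutoff, the plate mean of test compounds plus 3 SD, cut at about 30% in these data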;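 also: 0% = DMSO wells with GLD-1 and probe and 100% = wells lacking GLD-1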
# PAFAH1B2 FP inh: blocks human PAF acetylhydrolase 1b catalytic subunit 2 | inhibition, % at 3.39 µM | AID 492953 | P68402 | recombinant PAFAH1B2, FP-rhodamine activity probe, fluorescence polarization | actives 1.2% (n = 340,000);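 active = inhibition above the mean of all tested compounds plus 3 SD, cut at about 24% in these data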;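 also: 0% = enzyme with DMSO and 100% = wells lacking PAFAH1B2; many of its hits are not listed in these tables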
# Target sequence (P68402 whole entry, looked up): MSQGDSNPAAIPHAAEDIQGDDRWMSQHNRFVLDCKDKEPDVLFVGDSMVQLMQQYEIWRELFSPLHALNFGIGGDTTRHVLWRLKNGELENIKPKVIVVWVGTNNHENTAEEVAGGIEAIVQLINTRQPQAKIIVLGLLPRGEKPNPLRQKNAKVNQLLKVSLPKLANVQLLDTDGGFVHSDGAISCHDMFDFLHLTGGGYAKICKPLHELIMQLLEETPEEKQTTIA
# Starred values were filed as active, the others as inactive; · = not tested or not shown. Some of the compounds tested, so the mix of outcomes need not match the whole.
# The first 2 records (preview)
SMILES,BCLXL inh,MCL1-BIM inh,MEX-5 binding,PME-1 primary,AHR activator,pPAFAH FP inh,Fam108B inh,GLD-1 RNA inh,PAFAH1B2 FP inh
O=C(NNC(=O)C1CCCCC1)C(=O)NC1CCCCC1,1,3,0.0,-4,-2,8,-3,9,7
Cc1ccc2ccccc2[n+]1CCCS(=O)(=O)[O-],3,4,-2.2,4,2,6,-3,7,-7

# All compounds of this part, from the first entry:
SMILES,BCLXL inh,MCL1-BIM inh,MEX-5 binding,PME-1 primary,AHR activator,pPAFAH FP inh,Fam108B inh,GLD-1 RNA inh,PAFAH1B2 FP inh
O=C(NNC(=O)C1CCCCC1)C(=O)NC1CCCCC1,1,3,0.0,-4,-2,8,-3,9,7
Cc1ccc2ccccc2[n+]1CCCS(=O)(=O)[O-],3,4,-2.2,4,2,6,-3,7,-7
Cn1c(CNC(=O)c2ccc(F)cc2)cc2ccccc21,-1,2,-19,3,14,-1,-3,-11,-7
Cc1ccc2cc(CN(CCCN(C)C)C(=S)NCc3ccccc3)c(=O)[nH]c2c1C,6,2,0.5,3,-2,2,0,7,1
CCC(=O)N1CCN(c2ccccc2NC(=O)COc2cc(C)ccc2C(C)C)CC1,5,3,2.0,5,2,6,0,6,2
COc1ccccc1NC(=O)c1ccc(NC(=O)CN2C(=O)CN(C)C2=O)cc1,-4,2,3.1,-9,5,-1,0,-2,-1
O=C(OCc1ccc(Cl)cc1Cl)c1cccnc1Cl,-1,1,1.1,2,-1,2,-4,9,7
CC(=O)c1cccc(NC(=O)COC(=O)CCC(=O)c2ccc(F)cc2)c1,·,·,·,·,1,18,·,-7,2
CCOC(=O)c1[nH]c2ccc(OC)cc2c1NC(=S)N1CCN(c2ccccn2)CC1,9,7,0.3,-1,12,0,0,6,3
CCOC(=O)C(CC)/C(C)=N\NC(=O)c1cccc(C)c1 (stereo unspecified),4,-5,0.3,-6,5,8,0,1,1
CC(C)CCOc1ccc(C(=O)NCCC(=O)N2CCOCC2)cc1,5,-5,0.0,0,0,3,1,4,-3
O=C(Nc1ccc2nc3n(c(=O)c2c1)CCCCC3)c1c(F)ccc([N+](=O)[O-])c1F,-2,-3,1.9,-18,-3,-11,-30,-1,0
O=C(COc1ccccc1F)Nc1nnc(C2CCCC2)s1,7,1,0.3,1,0,3,0,6,0
CCc1cc(=O)oc2cc(OC(=O)CN3C(=O)NC4(CCCC4)C3=O)ccc12,2,-4,-0.4,-3,-2,3,-4,1,0
Cc1ccc(C)n1-c1c(C(=O)NN)cnn1-c1ccccc1,0,2,0.1,2,4,4,-2,0,2
CC(C)NC(=O)N(C)C[C@H]1Oc2c(NS(=O)(=O)c3cn(C)cn3)cccc2C(=O)N([C@H](C)CO)C[C@@H]1C,·,·,·,·,-2,5,·,0,9
COc1ccc(Cc2nc3ccc(C(=O)NC(C)Cc4ncccc4C)cc3o2)cc1OC (stereo unspecified),1,0,1.1,-5,33,4,-3,-1,9
COc1ccc(NC(=O)c2ccc(COc3ccccc3Br)o2)c(OC)c1,3,6,-0.2,-1,3,8,-3,4,·
CNC(=O)c1[nH]cnc1C(=O)N[C@@H](C)C(=O)OCc1ccccc1,3,6,2.8,4,6,9,-2,1,-4
CSc1ccc(C(=O)C2CCCN(C(=O)c3cccc(N4CCOCC4)c3)C2)cc1 (stereo unspecified),-1,-4,-3.6,23,0,3,1,2,7
Clc1cc(Cl)c(OCc2nc(-c3ccccn3)no2)cc1Cl,2,-3,-5.6,-5,10,5,0,1,8
CN1C[C@@H]2C(c3ccc(C(F)(F)F)cc3)C3(c4cccnc4)CC2(C3)[C@H]1c1ccccc1 (stereo partly specified),1,-4,2.0,-2,2,-7,7,9,3
NS(=O)(=O)c1ccc(CCNC(=O)CNC(=O)Cc2cccc3ccccc23)cc1,2,2,2.2,0,3,-3,-3,-6,10
CCCCOc1ccc(C(=O)N/C(=C/C=C/c2ccccc2)C(=O)O)cc1,2,4,0.1,5,-1,13,1,-4,4
O=C(NCc1ccco1)/C(=C/C=C/c1ccccc1)NC(=O)c1ccco1,1,7,-1.0,-2,8,1,-1,0,-3
SMILES,BCLXL inh,MCL1-BIM inh,MEX-5 binding,PME-1 primary,AHR activator,pPAFAH FP inh,Fam108B inh,GLD-1 RNA inh,PAFAH1B2 FP inh
CC(C)C(NS(=O)(=O)c1cccc2nsnc12)C(=O)N1CCc2ccccc2C1 (stereo unspecified),6,5,-0.9,0,1,2,-3,5,1
C=CCn1c(-c2ccccc2OC)n[nH]c1=S,-6,-12,0.5,-9,7,4,-1,2,0
Cc1c(C(=O)Nc2ccc(Cl)cc2)c2ccccn2c1C(=O)c1ccc([N+](=O)[O-])cc1,-1,-2,-0.7,2,4,-1,-2,-2,-1
O=[N+]([O-])c1ccc2nc(/C=C/c3ccc(Cl)cc3)[nH]c2c1,4,0,-1.1,-33,18,2,1,2,1
COc1ccccc1Cn1nnc2c(=O)[nH]c(C3CCN(C(=O)c4ccc(C)cc4)CC3)nc21,5,0,-0.1,13,1,5,0,2,-8
O=S(=O)(NCc1cc(-c2ccccc2)no1)c1ccc(Cl)cc1,1,-1,0.7,-2,3,1,1,-1,10
COc1ccc(N(C(=O)c2ccc(C)cc2)S(=O)(=O)c2cccs2)cc1,3,6,-2.4,8,4,2,-2,-5,-13
c1ccc(OCCOc2ncnc3sccc23)cc1,-3,-2,2.3,3,138*,6,6,0,6
N#CC1=C(N)Nc2ncnn2C1c1ccc(F)cc1 (stereo unspecified),-1,-1,-0.2,2,0,0,2,7,2
NNC(=O)CCc1ccc(S(=O)(=O)N2CCOCC2)cc1,0,3,-4.1,6,2,3,-1,0,2
COc1ccc(CCNC(=O)C2(C)CCC(=O)N2Cc2ccc3c(c2)OCO3)cc1OC (stereo unspecified),2,1,1.0,4,-2,4,0,0,-2
COc1cc2c(cc1OC)C(C)N(C(=O)c1cc3c(s1)-c1c(C)cccc1OC3)CC2 (stereo unspecified),4,-1,-0.7,-11,4,0,-2,1,2
CCCn1c(=O)c(C(=O)NCc2ccncc2)c(O)c2ccccc21,-2,-8,0.8,2,38,5,0,1,5
CCC(=O)Nc1cccc(NC(=S)NC(=O)c2ccc(C)cc2)c1,-2,11,2.4,-5,24,-1,-1,-9,6
CCC(=O)Nc1ccc2c(c1)C(=O)c1ccccc1C2=O,12,13,-4.3,13,69*,9,4,5,0
CC(CCc1ccccc1)NC(=O)CNC(=O)c1cccs1 (stereo unspecified),5,4,-1.6,5,1,3,4,-1,3
CCc1noc(C)c1C(=O)NCCc1ccc(Cl)cc1,-9,-16,2.9,-1,-2,3,-2,4,20
O=S(=O)(NC(=S)NC1CCCCC1)c1cccs1,17,17,0.4,0,4,-1,1,7,9
COc1ccccc1OCc1ccc(C(=O)NC(C)(C)C)o1,4,4,-1.8,-3,14,-5,1,-2,-6
CCCCn1nc(C(=O)N(CCOC)c2c(N)n(CCCC)c(=O)[nH]c2=O)c2ccccc2c1=O,2,0,·,1,1,-3,·,3,6
CC1(C)CC(NC2C3CC4CC(C3)CC2C4)CC(C)(C)N1 (stereo unspecified),0,-8,-0.2,-2,-3,3,-1,0,1
NS(=O)(=O)c1ccc(NC(=O)c2ccc(Cl)c(S(=O)(=O)NCc3ccco3)c2)cc1,6,2,·,2,-1,-3,·,1,1
Cc1sc2ncn(CC(=O)N3CCC(C(N)=O)CC3)c(=O)c2c1S(=O)(=O)N1CCOCC1,1,-2,-1.7,0,-2,2,-2,4,5
Cc1[nH]nc2nc(SCC(=O)NCC3CCCO3)n(-c3ccc(Br)cc3)c(=N)c12 (stereo unspecified),10,12,-0.7,-1,25,-2,4,0,-1
COc1ccc2cc3cc(C(=O)NCCN4CCc5ccccc5C4)oc3nc2c1,1,-1,-0.6,0,12,-2,3,3,-3
SMILES,BCLXL inh,MCL1-BIM inh,MEX-5 binding,PME-1 primary,AHR activator,pPAFAH FP inh,Fam108B inh,GLD-1 RNA inh,PAFAH1B2 FP inh
COc1ccccc1N1CCN(C(=O)COc2cc(C)cc(C)c2)CC1,3,-2,1.2,6,8,3,4,4,0
CCCCN(C(=O)CCCSc1nc2ccccc2[nH]1)c1c(N)n(Cc2ccccc2)c(=O)[nH]c1=O,-7,-8,-2.9,1,-1,4,-2,4,1
COc1ccc(CCNC(=O)CN(c2ccc(OC)c(OC)c2)S(=O)(=O)c2ccccc2)cc1OC,2,0,2.0,10,6,4,4,3,-9
O=[N+]([O-])c1cccc(S(=O)(=O)N2CCN(c3ccccn3)CC2)c1,2,7,-1.1,4,-1,-5,1,2,-2
COc1ccc(-c2cc(C(=O)NC(C)c3ccccn3)c3ccccc3n2)cc1OC (stereo unspecified),-9,-12,·,2,7,1,·,7,7
CSCCC(NS(=O)(=O)c1ccc2c(c1)oc(=O)n2C)C(=O)NCc1ccccc1 (stereo unspecified),-1,-4,2.3,-1,-1,4,-1,4,-2
O=c1c2ccccc2nc(SCc2cn3ccsc3n2)n1-c1ccccc1,5,1,-0.7,10,-2,5,0,-4,5
CC1=C(C(=O)OCC2CCCO2)C(c2coc3ccccc3c2=O)C2=C(CCCC2=O)N1 (stereo unspecified),1,0,-1.2,-6,13,-1,-4,3,-3
Cc1ccc(CN2CCN(Cc3cnc(N4CCOCC4)s3)CC2CCO)o1 (stereo unspecified),8,18,0.3,-4,-2,-1,4,10,-1
CCOc1ccccc1N1Cc2ccccc2C1,4,1,-1.8,0,6,8,1,-10,3
Cc1ccc(S(=O)(=O)N(C)c2ccc3sc(C)nc3c2)cc1,2,-3,4.8,1,3,1,0,5,0
O=C(O)c1cccc(S(=O)(=O)NCC2COc3ccccc3O2)c1 (stereo unspecified),·,·,·,·,6,5,·,-2,7
Cc1ccc(NCc2nc3ccccc3n2C)c(C)c1,1,6,-4.0,-5,76*,3,-2,-7,4
CCCCOC(=O)CSc1nc(N)c(C#N)c(-c2ccc(OCC)cc2)c1C#N,0,2,-2.8,-5,-1,1,-3,1,4
COc1cc([N+](=O)[O-])ccc1NC(=O)C1C2C=CC(C2)C1C(=O)O (stereo unspecified),1,19,-0.1,-2,-2,-1,1,4,0
CC(CC(=O)Nc1nnc(C(C)(C)C)s1)c1ccccc1 (stereo unspecified),1,7,3.4,-27,8,9,1,5,18
O=C(O)c1cc(NN=Nc2cccc(S(=O)(=O)O)c2)cc([N+](=O)[O-])c1,9,8,-0.6,-2,0,10,3,-8,3
CCc1c(C(=O)Nc2ccccc2C(N)=O)csc1C,2,3,-1.2,0,17,-3,3,-3,-1
COc1cccc(C(=O)NCC(=O)N/N=C/c2ccc3c(c2)OCO3)c1,6,3,1.1,-4,12,-4,2,-2,4
O=C(Cn1nc(C(=O)O)c2ccccc2c1=O)Nc1cc(Cl)cc(Cl)c1,-4,-11,-1.6,-10,5,-6,-12,0,-2
CCOC(=O)N1CCN(C2=C(NS(=O)(=O)c3ccc(NC(C)=O)cc3)C(=O)c3ccccc3C2=O)CC1,8,11,-1.7,0,0,4,4,4,6
Cn1c(CNc2ccccc2)cc(=O)n(C)c1=O,1,6,·,-8,1,-3,5,-3,6
COCCCNC(=S)N1CCCN(c2nc3cc(C)ccc3cc2C#N)CC1,0,-2,-3.8,0,-4,3,-2,2,10
COc1ccc(S(=O)(=O)N=C2C=C(C)C(=O)C(C)=C2)cc1,2,2,2.1,-5,-3,14,1,8,5
Cc1ccc2c(CC(=O)OCC(=O)Nc3ccc(Cl)cn3)coc2c1,12,10,-0.1,1,12,23,1,3,8
O=C(NC1(C(F)(F)F)NC(=O)N(C2CCCC2)C1=O)C1CC1 (stereo unspecified),3,4,1.0,0,0,-4,8,5,9

# Compound activity deposited in PubChem BioAssay by several laboratories.
